ASM inhibitor = blocks human secretory acid sphingomyelinase; placental ASM, HMU-PC fluorogenic substrate, 60 min; actives 0.006% (n = 340,000); Potency, µM (doses to about 57.5 µM), inactives show at the highest dose activity change, negative = inhibition, usual class: inhibitors; note: potency is the fitted concentration of half-maximal effect
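Fluorogenic HMU-PC substrate (9 uM final) is turned over by placental ASM in 60 min at 37 C after a 10 min compound preincubation. Reaction ended by alkaline stop (pH 10), with fluorescence read at 386/447 nm.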
USP2a block = blocks human ubiquitin-specific protease USP2a. actives 0.01% (n = 330,000). Potency, µM (highest dose often 38.3 µM), without a hit: top-dose activity change, negative = inhibition, hits mostly inhibitors. O75604. AID 463254. USP2 core, Ub-CHOP2 coupled fluorogenic reporter, 485/531;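 note: potency is the fitted concentration of half-maximal effect; plate controls were DMSO wells for no effect and full inhibition by NEM control for full effect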
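Deubiquitinase activity read as fluorescence (485/531 nm) after Ub-CHOP2 cleavage activates the enterokinase reporter on its substrate; USP2 core 10nM, Ub-CHOP2 and substrate 25nM each, 30min compound preincubation then 60min RT; data normalized to NEM, curves fitted.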
hERG WT inh = blocks the wildtype human KCNH2 potassium channel; actives 0.37% (n = 340,000); Q12809; U2OS, BacMam KCNH2, thallium flux FluxOr; active compounds read low; activity change, % at 1.84 µM;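 active = maximum activity change below -70%; inconclusive = maximum activity change between -70% and -50%; inactive = maximum activity change above -50%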; note: % is set by controls: 0 for no effect and ±100 for the full control effect
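U2OS cells were transduced with wild-type KCNH2 virus (2.03 x 10^8 / mL) for 4 h at room temperature, then cultured overnight at 37 C. Thallium flux was read with FluxOr dye. Rate constants were normalized to DMSO controls.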
TSHR antagonist = human thyrotropin receptor antagonism; P16473; TSHR-expressing cells, TSH-stimulated cAMP HTRF, 2 h; active compounds read low; activity change, negative = inhibition, % at 11.5 µM; actives 0.2% (n = 330,000); AID 504810;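 active = activity change below a set negative limit, meaning inhibition stronger than a set level, cut at about -70% in these data; inconclusive = activity change between two set negative limits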; note: % is set by controls: 0 for no effect and ±100 for the full control effect
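Read-out is FRET at 665 nm (cryptate excitation 337 nm) from a cryptate-tagged anti-cAMP antibody, competed by cell cAMP against cAMP-d2. Compounds are tested on freshly harvested TSHR cells challenged with 4nM TSH (EC80) for 2 hours at 37 deg C.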
Mito fusion act = mitochondrial division inhibition or fusion activation. S. cerevisiae fusion-defective mutant growth rescue, CellTiterGlo 48 h. Potency, µM (series often up to 46.1 µM), for inactives: top-dose growth rescue (activation), most hits filed as activators. actives 0.23% (n = 320,000);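 note: potency is the fitted concentration of half-maximal effect; % of control where 0% means no effect; nearly all actives have a fitted effect of over 45% in size; temperature-sensitive fusion mutants such as fzo1-1 at 37 °C on non-fermentable ethanol glycerol medium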
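Temperature-sensitive fusion-defective S. cerevisiae (e.g. fzo1-1, mgm1-5) were grown with compound in YPEG medium (3% ethanol, 3% glycerol) for 48 hours at 37C. Growth rescue was measured as viability by CellTiterGlo luminescence after 10 minutes at ambient.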
MBNL1-CUG inh = MBNL1-poly(CUG) RNA binding inhibition; Q9NR56; TR-FRET MBNL1-His/biotin-(CUG)12 binding, 665/545 ratio; Potency, µM (highest dose often 57.5 µM), for the others: at the top dose activity change, negative = inhibition, hits mostly inhibitors; actives 0.036% (n = 280,000); AID 2675; active = well fitted inhibition curve with a large enough effect in the signal ratio, with a control signal flat, not every such curve was filed as active; inconclusive = small, poorly fitted or top-dose-only effect, or effect the other way, or a change in a side signal; inactive = no such curve, though single readings can be large or run the other way; the % refers to the signal ratio; note: potency is the fitted concentration of half-maximal effect; % is set by controls: 0 for no effect and ±100 for the full control effect
Target sequence (Q9NR56 whole entry, looked up): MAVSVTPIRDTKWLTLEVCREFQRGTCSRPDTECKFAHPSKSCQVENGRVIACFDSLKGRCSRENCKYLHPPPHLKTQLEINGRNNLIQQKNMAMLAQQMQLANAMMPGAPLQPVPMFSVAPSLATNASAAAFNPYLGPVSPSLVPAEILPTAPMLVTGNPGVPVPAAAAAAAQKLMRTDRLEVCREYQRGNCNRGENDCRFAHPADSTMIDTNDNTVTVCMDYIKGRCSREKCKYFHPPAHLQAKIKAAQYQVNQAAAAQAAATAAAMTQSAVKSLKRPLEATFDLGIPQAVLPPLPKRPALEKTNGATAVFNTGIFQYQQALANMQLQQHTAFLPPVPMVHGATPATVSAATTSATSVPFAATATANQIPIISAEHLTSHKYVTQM
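His-tagged MBNL1 binding to biotinylated (CUG)12 RNA was measured by TR-FRET using terbium anti-His antibody (0.055 ng/ul final) and streptavidin-XL665 (5 nM final). Compounds were titrated 92 nM to 58 uM; 60 min at room temperature.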
Menin MLL FP TR = displaces Texas Red mutant MLL peptide from human menin; O00255; Menin + Texas Red MLL mutant peptide, fluorescence polarization; Potency, µM (top dose mostly 61.6 µM), for inactives: at the top dose FP activity change, negative = inhibition, hits mostly inhibitors; actives 0.23% (n = 270,000); active = well fitted inhibition curve with a large enough effect in the polarisation, with a control signal flat, not every such curve was filed as active; inconclusive = small, poorly fitted or top-dose-only effect, or effect the other way, or a change in a side signal; inactive = no such curve, though single readings can be large or run the other way; the % refers to the polarisation; note: potency is the fitted concentration of half-maximal effect; % of control where 0% means no effect; many of its hits are not listed in these tables
GALK inh = inhibitors of human galactokinase; Potency, µM (series often up to 57.5 µM), without a hit: top-dose activity change, negative = inhibition, usual class: inhibitors; Purified GALK, Kinase-Glo residual ATP luminescence; P51570; actives 0.007% (n = 270,000); AID 1868; note: potency is the fitted concentration of half-maximal effect; % is set by controls: 0 for no effect and ±100 for the full control effect
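The enzyme phosphorylates galactose (100 uM) using ATP (35 uM); inhibition is detected as higher residual ATP, quantified by bioluminescence after 1 h reaction at room temperature, pH 8.0.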
Eya2 inh = Eya2 (human) phosphatase inhibition; O00167; recombinant Eya2, OMFP fluorescence dephosphorylation (OMFP is methylfluorescein phosphate); Potency, µM (highest dose often 76.9 µM), for the others: top-dose activity, negative = inhibition, actives largely listed as inhibitors; actives 0.006% (n = 330,000); note: potency is the fitted concentration of half-maximal effect; % is set by controls: 0 for no effect and ±100 for the full control effect
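Eya2 protein (added as 0.2 uM solution) was preincubated with compound for 10 min at ambient temperature in 50 mM HEPES pH 7.5, 50 mM NaCl, 5 uM MgCl2, 0.05% BSA, 1 mM DTT. OMFP (added at 50 uM) then reacted 10 min; fluorescence read at 485/525 nm.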
PKM2 act = PKM2 (human) enzyme activation. P14618. purified PKM2, Kinase-Glo ATP luminescence, activation; response scale: 0% is enzyme alone, no compound. Potency, µM (doses to about 57.5 µM), for inactives: at the highest dose activation, usual class: activators. actives 0.34% (n = 260,000). AID 1631; note: potency is the fitted concentration of half-maximal effect; % is set by controls: 0 for no effect and ±100 for the full control effect; nearly all actives have a fitted effect of over 55% in size
Target sequence (P14618 whole entry, looked up): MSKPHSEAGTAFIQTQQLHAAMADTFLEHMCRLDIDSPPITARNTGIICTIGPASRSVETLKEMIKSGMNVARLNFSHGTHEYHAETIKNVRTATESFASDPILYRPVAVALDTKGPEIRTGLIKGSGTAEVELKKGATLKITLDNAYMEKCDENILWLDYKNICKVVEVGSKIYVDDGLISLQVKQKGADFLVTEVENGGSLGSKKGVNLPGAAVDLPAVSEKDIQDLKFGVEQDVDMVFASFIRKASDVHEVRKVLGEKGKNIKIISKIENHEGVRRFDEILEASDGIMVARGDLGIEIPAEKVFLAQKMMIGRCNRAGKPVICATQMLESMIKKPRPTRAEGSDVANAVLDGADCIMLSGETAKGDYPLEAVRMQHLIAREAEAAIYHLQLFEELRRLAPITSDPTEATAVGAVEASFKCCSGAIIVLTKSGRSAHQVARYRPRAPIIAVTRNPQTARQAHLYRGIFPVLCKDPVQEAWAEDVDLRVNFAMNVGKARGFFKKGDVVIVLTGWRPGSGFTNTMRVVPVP
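hPK-M2, >95% pure; 0.1 mM ADP / 0.5 mM PEP final; imidazole pH7.2 buffer w/ 7 mM MgCl2, 50 mM KCl; 1 h RT; Kinase-Glo lum. Intermediate enzyme activity for dual inhibitor/activator qHTS.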
Chronic BCR inh = chronic active BCR signaling inhibition | AID 493014 | Potency, µM (doses to about 46.1 µM), for the others: top-dose ratio change, negative = lower green/red ratio, usual class: inhibitors | ABC-DLBCL IkBa-CBG/CBR reporter, luminescence ratio, 4 h | actives 0.05% (n = 340,000); active = well fitted inhibition curve with a large enough effect in the signal ratio, with a control signal flat, not every such curve was filed as active; inconclusive = small, poorly fitted or top-dose-only effect, or effect the other way, or a change in a side signal; the % refers to the signal ratio;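 note: potency is the fitted concentration of half-maximal effect; plate controls were basal doxycycline-induced cells for no effect and cells given 10 µM MG132 for full effect; MG132 reads +100%, hits lower the ratio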
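TMD8 ABC-DLBCL cells carrying doxycycline-inducible green luciferase fused to IkappaBalpha plus unfused red luciferase were exposed to compounds (up to 46 uM) for 4 hrs at 37C. Activity came from the overlap-corrected green/red luminescence ratio.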
Active calls of the source: *; ? = inconclusive; nt = no result given; & = joins results of further samples; [ ] = remark or other dose. Unless noted, calls come from the whole dose curve; as a rule, active = well fitted curve in the direction sought with a large enough effect; inconclusive = small, poorly fitted or top-dose-only effect, or another doubt; inactive = no such curve, though single readings can be large; an effect the other way counts as inactive or inconclusive. The list is partial, so the mix of outcomes need not match the whole.

SMILES | ASM inhibitor | USP2a block | hERG WT inh | TSHR antagonist | Mito fusion act | MBNL1-CUG inh | Menin MLL FP TR | GALK inh | Eya2 inh | PKM2 act | Chronic BCR inh
COc1ccc(-c2cc(C(=O)NCC3CCCO3)c3cc(C(C)C)ccc3n2)cc1 (stereo not drawn) | 263%[activator] | -7% | 5 | -9 | ? | 4% | 0% | 7% | -8% | nt | 9%
CC(C)NC(=O)[C@@H]1C[C@@]1(C)[C@@H](NC(=O)OCc1ccccc1)c1ccccc1 | 3% | 4% | -5 | -6 | 3% | 8% | 0%&2% | nt | -1% | -1%&2% | 0%
N#CCCN1CCC(NC(=O)OCc2ccccc2)CCC1=O (stereo not drawn) | -7% | 0% | 8 | -8 | -3% | 3% | -7% | nt | 16% | 2% | -13%
COCCN1C=C(C(=O)OC)C(c2cc3c(cc2Br)OCO3)C(C(=O)OC)=C1 | 205%[activator] | 3% | -7 | 2 | 1% | 15% | -12% | 0% | -36% | 8% | -3%
CCOC(=O)C1=C(C)NC(=O)NC1c1c(OCC(=O)N2CCCCC2)ccc2ccccc12 (stereo not drawn) | 1% | -1% | -2 | -8 | 3% | 14% | 3% | 0% | 16% | -1% | ?
CCOC(=O)N1CCN(C(=O)CCC(=O)N2CCOc3ccc(C)cc32)CC1 | 6% | 2% | 9 | 57 | 2% | -1% | -3% | 0% | 0% | -4% | -1%
C=CCc1ccccc1OCC(O)CNC (stereo not drawn) | -2% | -1% | 1 | 10 | -6% | 1% | -18%[11.7 µM] | 2% | 31% | 3% | -10%
CS(=O)(=O)N(CC(=O)NCc1ccco1)c1cccc([N+](=O)[O-])c1 | 4% | 4% | 1 | -3 | -3% | ? | -5% | -2% | -11% | 7% | 6%
CCOc1ccc(N(C(=O)c2snc(C(N)=O)c2N)C(C(=O)NCC2CCCO2)c2ccc(C)o2)cc1 (stereo not drawn) | 155%[activator] | -1% | -26 | 47 | -2% | ? | ? | -3% | -5% | 3% | -18%
CCOc1ccc2nc(NC(=O)c3ccco3)sc2c1 | 0% | -3% | -9 | -7 | -6% | 0% | 19% | 11% | -19% | -3%[11.5 µM] | ?
Cn1c(=O)c2c(nc(SCC(=O)NCC3CCCO3)n2Cc2ccc(F)cc2)n(C)c1=O (stereo not drawn) | 4% | 2% | 0 | -16 | -5% | 0% | 3% | 1% | -7% | -2% | ?
Cc1cc(Br)cc(/C=N/NC(=O)c2ccc3c(c2)OCO3)c1O | 0% | -5% | 1 | -13 | 0% | 69%[activator] | ? | 4% | 3% | -7% | ?
CC[C@@]12C(=O)N(c3cccc(C)c3)C(=O)N1[C@H](c1ccc(Br)cc1)[C@@H]1C(=O)N(C(C)(C)C)C(=O)[C@@H]12 | -10% | -3% | -4 | -17 | 8% | 3% | 26% | nt | 1% | 0% | 11%
COc1ccc(-c2c(C(=O)O)c(-c3ccccc3)cn2C)cc1 | 7% | 1% | -11 | -10 | -1% | nt | nt | nt | 25% | nt | -1%
Cc1ccc(NC(=S)N=Nc2c(O)n(C)c3ccc(S(=O)(=O)N4CCOCC4)cc23)cc1 | -23% | -1% | -10 | -7 | 0% | 10% | ? | 0% | 14% | 0% | ?
CC(=O)N(CCCN(C)C)Cc1ccccn1 | 1% | 2% | -1 | 11 | 4% | nt | nt | -2% | 2% | -8% | ?
COc1ccc(/C=N/NC(=O)CNC(=O)/C=C/c2ccco2)cc1OC | nt | 0% | -13 | -8 | 1% | ? | 3% | 0% | 4% | 7% | ?
COc1ccc(-c2cc3cc(OC)c(OC)cc3cn2)cc1 | -16% | 1% | -5 | -19 | nt | nt | nt | nt | -6% | nt | ?
Cc1ccc(S(=O)(=O)N(C)Cc2ccc(-c3nnco3)cc2)cc1 | 0% | -11% | 2 | -5 | 4% | -5% | 18% | 1% | -18% | -6% | 6%
Cc1ccc(C(=O)CNc2nc3c(c(=O)[nH]c(=O)n3C)n2Cc2ccccc2)cc1 | -11% | 0% | -8 | 7 | 1% | 3% | 14% | 4% | 18% | ? | -5%

Arranged by SMILES length (low to high): some entries from above.
SMILES | ASM inhibitor | USP2a block | hERG WT inh | TSHR antagonist | Mito fusion act | MBNL1-CUG inh | Menin MLL FP TR | GALK inh | Eya2 inh | PKM2 act | Chronic BCR inh
CCOc1ccc2nc(NC(=O)c3ccco3)sc2c1 | 0% | -3% | -9 | -7 | -6% | 0% | 19% | 11% | -19% | -3%[11.5 µM] | ?
COc1ccc(-c2cc(C(=O)NCC3CCCO3)c3cc(C(C)C)ccc3n2)cc1 (stereo not drawn) | 263%[activator] | -7% | 5 | -9 | ? | 4% | 0% | 7% | -8% | nt | 9%
COCCN1C=C(C(=O)OC)C(c2cc3c(cc2Br)OCO3)C(C(=O)OC)=C1 | 205%[activator] | 3% | -7 | 2 | 1% | 15% | -12% | 0% | -36% | 8% | -3%
CCOC(=O)C1=C(C)NC(=O)NC1c1c(OCC(=O)N2CCCCC2)ccc2ccccc12 (stereo not drawn) | 1% | -1% | -2 | -8 | 3% | 14% | 3% | 0% | 16% | -1% | ?

The results go on:
SMILES | ASM inhibitor | USP2a block | hERG WT inh | TSHR antagonist | Mito fusion act | MBNL1-CUG inh | Menin MLL FP TR | GALK inh | Eya2 inh | PKM2 act | Chronic BCR inh
CC(CNC(=O)c1ccc(Br)o1)NC(=O)c1ccc(Br)o1 (stereo not drawn) | 1% | 4% | -1 | -7 | 4% | -1% | 1% | 3% | 4% | 4% | 0%
Cc1ccc(C)c(NC(=O)CN(C)C(=O)c2cc3ccccc3o2)c1 | 0% | -9% | -3 | 15 | -3% | -7% | 8% | 5% | 5% | -25% | -15%
COc1cc(/C=C/C(=O)NCC(=O)N2CCC(N(C)CCN3CCOCC3)CC2)ccc1OC(C)C | 2% | -5% | 9 | 6 | -4%[9.22 µM] | 9% | -14% | -1% | -6% | -3% | -1%
CCc1ccc(NC(=O)CSc2nnc(COc3ccc4c(c3)CCCC4)o2)cc1 | -2% | 6% | -15 | -5 | 0% | 7% | -2% | 0% | -19% | 6% | ?
Cc1c(CC(=O)O)c(=O)oc2c(C)c3occ(-c4ccc(Br)cc4)c3cc12 | 33%[activator] | 0% | -3 | -19 | ? | -3% | 55%[activator] | 1% | 0% | nt | ?
O=C(CSc1nnc(NC(=O)c2cccc(F)c2)s1)NC1CCCC1 | -18% | -1% | 4 | -6 | 3% | 6% | -19% | 0% | -13% | nt | 3%
COc1ccc(/C=C\c2onc(C)c2S(=O)(=O)N2CCC(C(=O)NCc3ccco3)CC2)cc1 | 45% | 0% | -3 | 7 | -4% | 12% | nt | -4% | -17% | 2% | ?
O=C(Nc1ccccc1C(=O)NC(Cc1ccccc1)C(=O)O)c1ccccc1 (stereo not drawn) | 3% | 8% | 2 | 1 | 0% | -2% | ? | -1% | 10% | 12% | ?
CCOC(=O)c1c(NC(=O)c2c(Br)cnn2CC)sc(C)c1C | 1% | 3% | -2 | -2 | -5% | ? | -12% | -2% | 4% | -3% | -6%
Cc1nc2ccccc2cc1C(=O)N/N=C/c1ccccc1[N+](=O)[O-] | -1% | 0% | 28 | 14 | -4% | ? | -7% | 2% | 2% | -6% | -5%
Cc1ccc(Oc2nc(C(F)(F)F)nc3ccccc23)cc1 | -14% | -1% | 6 | 4 | -10% | -3% | 3% | 1% | -8% | -5% | 3%
CC(C)(C)N1CC(OC(N)=O)C1 | 1% | -5% | 2 | 10 | -4% | 5% | 0% | 0% | ? | -4% | 1%
CCCNC(=O)CN(Cc1ccccc1F)S(=O)(=O)c1ccc(C)cc1 | -2% | 2% | -10 | -4 | 2% | -5% | nt | -2% | -5% | 5% | -8%
